# Bioassay records: PubChem BioAssay, National Center for Advancing Translational Sciences (NCATS)
# WRN helicase inh: qHTS for Inhibitors of WRN Helicase | WRN helicase unwinding, fluorescent forked duplex, kinetic | 360,000 compounds, 0.46% hits | AID 651768, 2012 | Potency, µM (series often up to 114 µM), for the others: at the highest dose activity change, negative = inhibition, most hits filed as inhibitors; further: potency means the concentration at half of the fitted maximal effect; on the % scale 0 is the no-effect control and ±100 the full control effect; nearly all actives have a fitted effect of over 55% in size
#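 Kinetic red-fluorescence monitoring (525/598 nm) tracks WRN helicase activity after 100 nM fluorophore-quencher forked duplex and 2 mM ATP are added to 20 nM enzyme pretreated 15 min at room temperature with compound.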
# PI5P4K alpha inh: qHTS for Inhibitors of phosphatidylinositol 5-phosphate 4-kinase (PI5P4K) | max response, % | PI5P4Kalpha enzyme, ADP-Glo luminescence, 60 min; stronger effect = lower value | Phosphatidylinositol 5-phosphate 4-kinase type-2 alpha (Homo sapiens), P48426 | AID 652105, 2013 | 330,000 compounds, 1.2% hits; active means max response of -50% or lower; inconclusive means between -30% and -50%; inactive means -30% or higher; further: value at the top dose of about 77 µM; on the % scale 0 is the no-effect control and ±100 the full control effect
# Target sequence (P48426 whole entry, looked up): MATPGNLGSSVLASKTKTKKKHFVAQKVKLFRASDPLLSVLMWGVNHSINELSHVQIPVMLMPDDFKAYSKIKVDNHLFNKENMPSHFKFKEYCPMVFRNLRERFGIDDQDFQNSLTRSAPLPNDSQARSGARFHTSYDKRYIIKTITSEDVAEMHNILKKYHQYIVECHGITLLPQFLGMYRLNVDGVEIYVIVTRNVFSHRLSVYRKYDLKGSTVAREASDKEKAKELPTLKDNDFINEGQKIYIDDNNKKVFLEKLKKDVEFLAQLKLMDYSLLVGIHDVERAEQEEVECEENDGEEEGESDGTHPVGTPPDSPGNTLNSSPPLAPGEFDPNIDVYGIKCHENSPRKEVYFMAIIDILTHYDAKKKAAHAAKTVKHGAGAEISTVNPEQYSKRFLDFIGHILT
#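 Single end-point luminescence (ADP-Glo) quantified ADP from PI5P4Kalpha turnover; ATP 5 microM final, 1 h at RT, 0.1% CHAPS and 0.28 mM EGTA in HEPES pH 7.4.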
# FUS yeast rescue: qHTS for Suppressors of FUS Proteinopathy: Primary screen using FUS-linked yeast assay | S. cerevisiae FUS-expressing, growth rescue, OD600, 24 h | Potency, µM (titrated, usually from 76.6 µM), for inactives: at the highest dose growth rescue (activation), most hits filed as activators | 390,000 compounds, 0.24% hits;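 further: potency means the concentration at half of the fitted maximal effect; plate controls were DMSO vehicle for no effect and reference control for full effect; nearly all actives have a fitted effect of over 55% in size; some results filed as inactive show a strong effect at the top dose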
#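 Quantitative HTS measuring growth restoration of FUS-toxic yeast. Galactose-induced cells (OD 0.005) were exposed 24hr at 30C to compounds at several concentrations, then absorbance at 600 nm was recorded.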
# IL-2 act: qHTS of IL-2 Activators. IL-2 activation reporter assay, cell-based qHTS; stimulated with anti-CD3/CD4/CD28 beads; in transgenic mouse T cells. activation, % (series mostly up to about 46 µM). 360,000 compounds, 0.065% hits. AID 652025, 2013; in the data active means activation above about 50%; inconclusive means mostly about 30% to 49%; further: 0% is about no effect
#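 Unstimulated transgenic mouse T cells, 750 per well, received compound and, after 60 minutes, anti-CD3/anti-CD4 bead plus anti-CD28 stimulation. EGFP and DsRed were quantified after 18 hours.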
# EPAC1 agonist: qHTS for Agonist of cAMP-regulated guanine nucleotide exchange factor 3 (EPAC1): primary screen; Rap guanine nucleotide exchange factor 3 (Homo sapiens), O95398; EPAC1 agonist qHTS, biochemical assay; response scale: 100% = response to 6.5 mM cAMP; Potency, µM (doses to about 154 µM), inactives show at the highest dose activation, most hits filed as activators; 360,000 compounds, 0.073% hits; AID 720707, 2013; further: potency means the concentration at half of the fitted maximal effect; nearly all actives have a fitted effect of over 60% in size
#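 Nucleotide exchange by EPAC1 (100 nM) on Rap1B–BODIPY-GDP (250 nM) in the presence of 50 uM GDP is tracked fluorescently at 480/540 nm over 30 min. Signals are normalized to a 6.5 mM cAMP control.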
# Abeta yeast res: qHTS for compounds that reverse cellular toxicity of Amyloid beta (A-beta) peptide in yeast: Primary Screen; 410,000 compounds, 0.063% hits; yeast expressing A-beta42, growth rescue, OD600, 48 h; response scale: 0% DMSO, 100% iron-clioquinol control; Potency, µM (series often up to 46.1 µM), inactives show top-dose growth rescue, usual class: activators; AID 1347071, 2019; further: potency means the concentration at half of the fitted maximal effect; nearly all actives have a fitted effect of over 55% in size
#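 Yeast growth medium received pinned compounds, then yeast cells expressing toxic A-beta were added; plates incubated at 30 C for 48 hr. Growth read as absorbance at 600 nm, normalized to DMSO and equimolar FeCl3 plus clioquinol controls.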
# PLK1 PBD inh: qHTS for Inhibitors of PLK1-PDB (polo-like kinase 1 - polo-box domain): Primary Screen | Plk1 PBD binding of FITC phosphopeptide, fluorescence polarization | 360,000 compounds, 2.8% hits | Serine/threonine-protein kinase PLK1 (Homo sapiens), P53350 | Potency, µM, without a hit: max response, negative = inhibition, usual class: inhibitors; further: potency means the concentration at half of the fitted maximal effect; series mostly up to about 57 µM; on the % scale 0 is the no-effect control and ±100 the full control effect; nearly all actives have a fitted effect of over 65% in size
# Target sequence (P53350 whole entry, looked up, the tested form may be a part): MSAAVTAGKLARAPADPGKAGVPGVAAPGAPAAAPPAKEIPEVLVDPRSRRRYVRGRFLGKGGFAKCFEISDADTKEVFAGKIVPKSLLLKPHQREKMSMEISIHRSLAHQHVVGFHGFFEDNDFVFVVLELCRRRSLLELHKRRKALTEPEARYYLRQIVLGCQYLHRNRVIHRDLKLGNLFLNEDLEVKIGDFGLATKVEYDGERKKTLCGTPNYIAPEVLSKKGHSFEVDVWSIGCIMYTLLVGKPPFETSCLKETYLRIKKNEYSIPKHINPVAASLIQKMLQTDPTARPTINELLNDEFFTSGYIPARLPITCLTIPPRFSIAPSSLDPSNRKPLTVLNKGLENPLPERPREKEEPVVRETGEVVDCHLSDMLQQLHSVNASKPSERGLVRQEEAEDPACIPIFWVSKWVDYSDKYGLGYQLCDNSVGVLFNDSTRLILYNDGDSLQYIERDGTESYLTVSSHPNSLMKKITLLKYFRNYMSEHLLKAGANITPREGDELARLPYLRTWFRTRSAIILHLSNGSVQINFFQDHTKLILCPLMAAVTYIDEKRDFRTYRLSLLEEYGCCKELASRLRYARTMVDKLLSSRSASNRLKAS
# EPAC1 antag: qHTS for Antagonist of cAMP-regulated guanine nucleotide exchange factor 3 (EPAC1): primary screen. Rap guanine nucleotide exchange factor 3 (Homo sapiens), O95398. Potency, µM (highest dose often 115 µM), inactives show at the top dose activity change, negative = inhibition, most hits filed as inhibitors. 360,000 compounds, 0.14% hits. EPAC1 GEF assay, Rap1b-BODIPY-GDP exchange fluorescence;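 further: potency means the concentration at half of the fitted maximal effect; plate controls were vehicle for no effect and positive control for full effect; nearly all actives have a fitted effect of over 50% in size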
# aSyn yeast inh: qHTS of alpha-syn Inhibitors; Potency, µM (highest dose often 46.1 µM), inactives show top-dose growth rescue (activation), usual class: activators; Yeast expressing alpha-synuclein, growth rescue, BacTiter-Glo, 24 h; 370,000 compounds, 0.14% hits; further: potency means the concentration at half of the fitted maximal effect; % of control where 0% means no effect; nearly all actives have a fitted effect of over 65% in size
#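 Rescue of yeast growth: cells expressing toxic alpha-synuclein, induced in galactose at OD600 0.02, incubated with compound 24 h at 30 C. ATP luminescence quantified growth; inhibitors of toxicity appear as activators.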
# * hit, by the source's call; ? = inconclusive; . = no result given; [ ] = another dose, or the depositor's remark. Unless noted, the call rests on the fitted dose curve; in most records, active means well fitted curve in the direction sought with a large enough effect; inconclusive means small, poorly fitted or top-dose-only effect, or another doubt; inactive means no such curve, though single readings can be large; an effect the other way counts as inactive or inconclusive.
SMILES,WRN helicase inh,PI5P4K alpha inh,FUS yeast rescue,IL-2 act,EPAC1 agonist,Abeta yeast res,PLK1 PBD inh,EPAC1 antag,aSyn yeast inh
CCC(C)(C)NC(=O)Cc1ccc(F)cc1,-3%,1,-16%,2.0,6%,-6%,-6%,-16%,-1%
O=C(N/N=C/c1ccncc1)c1cc2ccccc2o1,0%,1,15%,-0.1,12%,-7%,-9%,14%,0%
O=C(CSc1ncn[nH]1)c1ccccc1,-12%,.,7%,-3.4,3%,5%,24µM*,4%,0%
CC1(C)Cc2ccccc2-c2nc(-c3ccccc3)oc(=O)c21,-8%,6,-22%,0.4,11%,-15%,1%,0%,4%
C=CCn1c(SCC(=O)NNC(=O)Nc2cccc(Cl)c2)nnc1-c1ccccc1,-2%,-4,17%,-0.4,4%,6%,-14%,-6%,-1%
Cc1nnc(SCC2=C(C(=O)O)N3C(=O)C(NC(=O)Cc4ccccc4)C3SC2)s1 (stereo not drawn),-19%,2,0%,0.3,4%,-3%,-27%,-10%,2%
Cc1ccc2nc(-c3ccc(NC(=O)CN4C(=O)NC(C)(c5ccc(OC(F)F)cc5)C4=O)cc3)sc2c1 (stereo not drawn),-17%[57.1 µM],17,31%,-1.1,-17%,-6%,-4%,3%,3%
Cc1ccc(CN(C(=O)c2sc3ccccc3c2Cl)C2CCS(=O)(=O)C2)cc1 (stereo not drawn),-8%,0,?,-2.7,6%,18%,-3%,2%,10%
CC1CCCCN1C(=O)CCn1c(=S)oc2ccccc21 (stereo not drawn),-4%,2,-6%,0.5,-2%,-8%,3%,7%,4%
C[C@H](O)[C@@H]1C(=O)N2CCc3ccc(N4CCOCC4)cc3[C@@H]2C[C@@H]1N(C)C(=O)C(C)(C)C,-4%,-10,-12%,-0.1,-12%,3%,?,5%,1%
COCCNC(=S)N(C)[C@H]1C[C@H]2c3cc(N4CCN(C)CC4)ccc3CCN2C(=O)[C@H]1[C@H](C)O,6%,-5,-3%,-2.5,-7%,9%,5%,6%,9%
Cc1sc2nc(COC(=O)CNC(=O)c3ccc(C(C)(C)C)cc3)[nH]c(=O)c2c1C,-15%,-9,?,-0.5,5%,2%,4%,-26%,7%
COc1ccc(NC(=O)C/C(C)=N/NC(=O)C2CCCCC2)c([N+](=O)[O-])c1,-3%,-8,1%,1.0,-8%,-9%,1%,11%,5%
CCCC1CC(c2csc(N)n2)CCO1 (stereo not drawn),-3%,9,2%,-0.6,0%,0%,-10%,0%,2%
COc1ccc(N(C(=O)Cc2cccs2)C(C(=O)NC2CCCC2)c2ccncc2)cc1 (stereo not drawn),-4%,0,-4%,-0.2,-4%,0%,0%,6%,0%

# PLK1 PBD inh: what is marked active above
compound | WRN helicase inh | PI5P4K alpha inh | IL-2 act | PLK1 PBD inh | EPAC1 antag
O=C(CSc1ncn[nH]1)c1ccccc1 | -12% | . | -3.4 | 24µM* | 4%

# Complete entries as entered above.
# Results for `O=C(CSc1ncn[nH]1)c1ccccc1` → WRN helicase inh: -12%; PI5P4K alpha inh: .; FUS yeast rescue: 7%; IL-2 act: -3.4; EPAC1 agonist: 3%; Abeta yeast res: 5%; PLK1 PBD inh: 24µM*; EPAC1 antag: 4%; aSyn yeast inh: 0%
# Results for `Cc1nnc(SCC2=C(C(=O)O)N3C(=O)C(NC(=O)Cc4ccccc4)C3SC2)s1` (stereo not drawn) → WRN helicase inh: -19%; PI5P4K alpha inh: 2; FUS yeast rescue: 0%; IL-2 act: 0.3; EPAC1 agonist: 4%; Abeta yeast res: -3%; PLK1 PBD inh: -27%; EPAC1 antag: -10%; aSyn yeast inh: 2%
# Results for `CC1CCCCN1C(=O)CCn1c(=S)oc2ccccc21` (stereo not drawn) → WRN helicase inh: -4%; PI5P4K alpha inh: 2; FUS yeast rescue: -6%; IL-2 act: 0.5; EPAC1 agonist: -2%; Abeta yeast res: -8%; PLK1 PBD inh: 3%; EPAC1 antag: 7%; aSyn yeast inh: 4%

# Going on with the list:
SMILES,WRN helicase inh,PI5P4K alpha inh,FUS yeast rescue,IL-2 act,EPAC1 agonist,Abeta yeast res,PLK1 PBD inh,EPAC1 antag,aSyn yeast inh
CCOc1ccc(NC(=O)Cc2nnc(SCC(=O)N3CCOCC3)n2C)cc1,0%,7,8%,-0.3,-3%,3%,-15%,-25%,-7%
Cc1ccc2c(c1)[C@@H]1[C@H](CO2)[C@H](c2ccccc2)[C@]2(C)C(=O)N[C@H](C)C(=O)N12,1%,-9,14%,0.0,5%,-10%,-13%,-16%,-3%
CC1Cc2cc(S(=O)(=O)NCCc3ccccc3)ccc2N1C(=O)C1CC1 (stereo not drawn),-8%[57.1 µM],9,18%,3.9,16%,2%,-16%,-1%,1%
Cc1cc(C)nc(NS(=O)(=O)c2ccc(NC(=S)NC(=O)C(C)(C)C)cc2)n1,4%,.,1%,-3.5,2%,-6%,-8%,3%,-6%
CCOc1ccc(C(=O)Nc2ccc(Cl)cn2)cc1Cl,-9%,.,-9%,0.4,9%,28%,-7%,-6%,-24%
O=C1C=C(c2cccc(Br)c2)C[C@@H](c2ccc3c(c2)OCO3)C1,-7%,0,44%,1.6,-5%,16%,5%,-1%,13%
COC(=O)C(Cc1ccc(OC(=O)c2ccc(C(F)(F)F)cc2)cc1)N1Cc2ccccc2C1=O (stereo not drawn),-11%,-30,?,-2.8,-8%,9%,?,-15%,-1%
CCC(=O)Nc1ccc(C(=O)NCc2ccccn2)cc1,5%,-20,5%,-1.4,2%,-10%,-7%,8%,-2%
CNC(=S)N/N=C/c1c(C)c(C(=O)c2ccc(F)cc2)n2ccccc12,-13%[57.1 µM],?,-29%,83*,-14%,-17%,-6%,7%,4%
CCOc1c(C(=O)CC)cc2c(C)cc(=O)oc2c1C,4%,-1,5%,-2.5,7%,-13%,-8%,5%,-2%
Cn1c(SCC(=O)NCc2ccco2)nnc1C1CCCC1,6%,1,-25%,-0.9,4%,1%,-11%,-10%,-3%
COc1ccc(/C=C(/NC(=O)c2ccco2)C(=O)N2CCOCC2)cc1,-19%,0,-8%,-2.6,-4%,0%,-6%,20%,3%
CN(C)N1C(N)=C(C#N)C(c2ccc(F)cc2)C2=C1CC(C)(C)CC2=O (stereo not drawn),6%,-2,-7%,-2.0,-8%,-1%,5%,-6%,3%
CCOCc1nnc(NC(=O)c2ccc(NC(C)=O)cc2)s1,0%,0,16%,1.5,8%,-1%,-4%,-13%,8%
CN(C)C(=O)c1cccc(-c2cnc3c(NC=O)cc(-c4ccccc4Cl)cn23)c1,-31%,-65*,31%,-0.2,3%,6%,-20%,?,?
Cc1ccc(C)c(NS(=O)(=O)c2ccc(-n3cccn3)cc2)c1,-7%,3,-8%,-0.8,-7%,-8%,-10%,-15%,0%
O=C(CN1CCC(O)(c2ccc3c(c2)OCO3)CC1)N1CCOCC1,2%,.,-7%,1.0,-6%,10%,0%,2%,0%
O=C(COC(=O)c1ccc2ccccc2c1)NCc1ccccc1,11%,-1,-17%,-3.7,-8%,-13%,3%,7%,6%
CCOc1ccc(NS(=O)(=O)c2ccc(OCC(=O)N3CCCC3)cc2)cc1,-12%,.,3%,0.9,6%,8%,-3%,4%,-3%
Cc1ccccc1C(=O)Nc1ccc(C(=O)N/N=C/c2ccc(F)cc2)cc1,-16%,-7,-9%,-1.7,-7%,-8%,0%,1%,?
CC(C)N(CCn1c(SCC(=O)Nc2cccnc2Cl)nc2ccccc2c1=O)C(C)C,6%,-8,-3%,2.5,0%,20%,-2%,7%,-2%
C#CCO[C@@H]1C[C@H](n2cnc3c(=O)[nH]c(NC(=O)C(C)C)nc32)O[C@@H]1CO,-3%,2,-8%,0.3,0%,-5%,3%,1%,0%
COc1ccc(C(=O)NCCNc2ccccc2[N+](=O)[O-])cc1,4%,1,-17%,0.8,-14%,3%,4%,-2%,-1%
CC(C)COC(=O)c1nnsc1NC(=O)Nc1ccccc1,-9%,.,-4%,-1.8,1%,17%,-14%,-2%,-1%
COc1ccccc1N/N=C/c1c(CO)cnc(C)c1O,-6%,.,-5%,-2.3,13%,-10%,-1%,-2%,4%
Nc1ccc(NC(=O)CCN2CCOCC2)cc1,7%,-6,17%,-0.7,5%,11%,-9%,-17%,-13%
CNC(=O)C1(C(F)(F)F)C/C(=C\CCO)CCCO1 (stereo not drawn),1%,0,-30%,0.1,-15%,0%,-1%,-10%,-1%
COC(=O)c1ccc(Nc2c([N+](=O)[O-])c(=O)oc3ccccc23)cc1,-8%,1,2%,1.8,7%,7%,-7%,-7%,4%
COc1ccc(C2(C(=O)Nc3ccc(OC)cc3OC)CCCC2)cc1,-25%,3,22%,0.7,16%,-7%,-25%,-14%,17%

# 3 entries already listed, ordered by their value in IL-2 act, ascending:
mol | IL-2 act
COc1ccccc1N/N=C/c1c(CO)cnc(C)c1O | -2.3
Nc1ccc(NC(=O)CCN2CCOCC2)cc1 | -0.7
C#CCO[C@@H]1C[C@H](n2cnc3c(=O)[nH]c(NC(=O)C(C)C)nc32)O[C@@H]1CO | 0.3
